Compound activity deposited in PubChem BioAssay by several laboratories.
TbHK1 inh: T. brucei hexokinase 1 inhibition; actives 0.11% (n = 220,000); inhibition, % at 10 µM; AID 1430; recombinant TbHK1, G6PDH-coupled NADH A340;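 active = inhibition of 50% or more in the single-dose primary screen; inactive = inhibition below 50%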
EP2 antag: EP2 receptor (human) inhibition. P43116. C6 glioma cells expressing human EP2, cAMP TR-FRET; cells stimulated with saturating PGE2. inhibition, % at 25 µM. AID 1422. actives 0.52% (n = 260,000);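 active = percent inhibition above 40 after rounding to a whole number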;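 note: rat C6 glioma host cells with rolipram phosphodiesterase inhibitor present; the protocol text gives 20 µM as final concentration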
Target sequence (P43116 whole entry, looked up): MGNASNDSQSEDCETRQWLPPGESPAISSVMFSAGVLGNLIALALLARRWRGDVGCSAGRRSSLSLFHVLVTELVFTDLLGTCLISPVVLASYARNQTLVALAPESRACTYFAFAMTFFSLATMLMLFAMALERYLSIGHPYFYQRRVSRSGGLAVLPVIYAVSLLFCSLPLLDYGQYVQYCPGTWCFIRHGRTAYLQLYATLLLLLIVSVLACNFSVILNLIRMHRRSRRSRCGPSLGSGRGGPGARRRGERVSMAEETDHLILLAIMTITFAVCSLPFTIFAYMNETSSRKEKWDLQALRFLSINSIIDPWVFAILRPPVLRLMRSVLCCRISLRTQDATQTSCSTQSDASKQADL
Furin inh: inhibitors of human furin; P09958; purified furin, fluorogenic substrate cleavage; inhibition, % at 30 µM; actives 0.061% (n = 220,000); in the data active = inhibition above about 25%; note: inactives centre near -15
p97 inhibitor: blocks human p97 ATPase activity. inhibition, % at 8 µM. recombinant p97 ATPase, Kinase-Glo ATP luminescence, 3 h. actives 0.42% (n = 220,000). AID 1481. P55072; in the data active = inhibition above about 15%;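 note: 0% = DMSO vehicle and 100% = wells lacking enzyme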
PPC-1+TRAIL kill: kills PPC-1 cancer cells in the presence of TRAIL; PPC-1 cells + TRAIL, ATPLite viability luminescence; cell killing (% activity), % at 4 µM; actives 0.41% (n = 220,000); AID 1443;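 active = cell killing above 50% in the first pass at 4 µM, then a duplicate retest at 5 µM averaging 50% or more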;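 note: plate controls were cells with TRAIL plus DMSO for no effect and medium-only wells lacking cells for full effect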
RBBP9 inh: blocks human serine hydrolase RBBP9 | O75884 | recombinant RBBP9, FP-Rh probe fluorescence polarization | inhibition, % at 7.94 µM | actives 0.2% (n = 220,000) | AID 1515;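 active = inhibition above the campaign mean of all tested compounds plus 3 SD, cut at about 14% in these data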;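 note: plate controls were DMSO wells with RBBP9 for no effect and wells lacking RBBP9 protein for full effect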
Target sequence (O75884 whole entry, looked up): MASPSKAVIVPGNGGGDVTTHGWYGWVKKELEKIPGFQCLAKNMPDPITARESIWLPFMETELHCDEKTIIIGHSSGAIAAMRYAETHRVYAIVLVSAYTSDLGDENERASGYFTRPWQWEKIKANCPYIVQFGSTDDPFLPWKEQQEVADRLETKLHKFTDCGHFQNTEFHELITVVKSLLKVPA
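Material: RBBP9 protein. Amount: RBBP9 at 2.5 µM in dispensed solution, before mixing. Schedule: 30 min then 45 min, 25 °C. Medium: Tris buffer pH 8.0, NaCl, Pluronic. Measured by: fluorescence polarization. Measure: percent inhibition from mP, scaled between DMSO and no-protein wells. Replication: one well per compound.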
Ba/F3 V617F tox: lowers viability of Ba/F3 cells expressing EpoR and JAK2V617F; ATP luminescence; actives 1.1% (n = 220,000); inhibition, % at 5.6 µM; AID 1446;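 active = inhibition above the campaign mean plus 3 SD over all tested compounds, cut at about 24% in these data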;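 note: cytokine-independent growth of Ba/F3 cells driven by EpoR plus mutant JAK2; 0% = DMSO-treated cells and 100% = JAK inhibitor I control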
p47phox inh: blocks human p47phox regulatory protein of NADPH oxidases | P14598 | p47phox/p22phox peptide binding, fluorescence polarization, 2 h | inhibition, % at 24.7 µM | actives 0.53% (n = 220,000) | AID 1274;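 active = inhibition above about 30%, limit read from the data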;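 note: 0% = p47phox with labelled peptide and 100% = labelled peptide alone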
Target sequence (P14598 whole entry, looked up): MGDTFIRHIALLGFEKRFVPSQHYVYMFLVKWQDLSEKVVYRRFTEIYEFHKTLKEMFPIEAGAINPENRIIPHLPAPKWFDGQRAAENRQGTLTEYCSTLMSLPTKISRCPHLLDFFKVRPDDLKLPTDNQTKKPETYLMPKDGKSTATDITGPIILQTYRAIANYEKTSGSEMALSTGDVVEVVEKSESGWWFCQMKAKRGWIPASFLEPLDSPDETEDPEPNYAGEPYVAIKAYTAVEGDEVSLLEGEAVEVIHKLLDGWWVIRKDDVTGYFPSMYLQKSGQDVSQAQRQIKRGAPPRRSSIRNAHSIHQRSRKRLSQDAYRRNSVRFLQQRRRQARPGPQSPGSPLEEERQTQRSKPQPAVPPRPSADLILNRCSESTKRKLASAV
BaF3 tox: parental Ba/F3 viability inhibition as JAK2V617F counter-screen | inhibition, % at 5.6 µM | actives 1.1% (n = 220,000) | AID 1486 | CellTiter-Glo ATP luminescence;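 active = inhibition above a per-campaign cutoff, the mean inhibition of all tested compounds plus 3 SD, cut at about 27% in these data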;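 note: 0% = DMSO wells and 100% = JAK Inhibitor I control wells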
* marks the source's active call; other numbers are inactive results; x = no result given; & = joins results of further samples; [ ] = dose if it differs, or a comment. Some of the compounds tested. The share of hits here may be higher or lower than overall.

Compound	TbHK1 inh	RBBP9 inh	p97 inhibitor	BaF3 tox	Ba/F3 V617F tox	PPC-1+TRAIL kill	EP2 antag	p47phox inh	Furin inh
CC[C@H](C)[C@H](NC(N)=O)C(=O)Nc1ccc(NC(C)=O)cc1	-8	0	4	-1	-2	-2	8	-15	-15
CCCCOC(=O)Nc1ccc(C)c(Cl)c1	-3	-7	-9	-1	2	20	13	-10	-16[20 µM]
CCOc1ccc(S(=O)(=O)N/N=C2/CCCC(=O)C2)cc1	9	9	3	6	-1	2	7	-15	-12
Cc1ccc(CN=C(N)Nc2nc(C)cc(C)n2)cc1	4	-6	-1	77*	81*	0	7	-7	-17
NC(=O)C1CCN(C(=O)C2c3ccccc3C(=O)N3CCc4ccccc4C23)CC1 (stereo unspecified)	-11	1	6	3	-3	23	4	-1	-14
Cc1nn(Cc2ccccc2Cl)c(C)c1NC(=O)CSc1n[nH]c(C)c1[N+](=O)[O-]	2	-1	0	5	0	6	7	-9	-16
O=[N+]([O-])c1cccc(-c2n[nH]c(=S)n2-c2ccccc2)c1	-11	-6	5	-4	-3	9	9	-24	-10
COc1ccc(C(=O)NC(Cc2ccccc2)c2ccc3c(c2)OCCCO3)cc1 (stereo unspecified)	-4	-9	1	4	2	14	6	-16	-6[20 µM]
CNc1c([N+](=O)[O-])ncn1C	-19	-3	6	4	0	12	13	-3	-15[20 µM]
CCOC(=O)c1cc(C#N)c(N2CCN(C(=O)c3cccc(C(F)(F)F)c3)CC2)nc1C(F)(F)F	-20	-5	-11	-2	-1	4	13	-15	-31
O=C(CN1C(=O)S/C(=C\c2ccc(O)cc2)C1=O)c1ccccc1	-16	-3	-1	-7	-4	-19	8	-2	-20
Cc1ccc(C)c(C2C(C#N)=C(N)Oc3cc(C)oc(=O)c32)c1 (stereo unspecified)	0	-8	5	3	1	2	6	-12	-12
CC(C)C[C@H](NC(=O)c1nc[nH]c1C(=O)N1CCN(C(=O)OC(C)(C)C)CC1)C(=O)OC(C)(C)C	-7	-2	-3	-3	3	3	9	x	-8
CCCN(C(=O)CSc1nc2c(cnn2-c2ccccc2)c(=O)[nH]1)C1CCS(=O)(=O)C1 (stereo unspecified)	-7	-1	2	3	-2	2	15	-2	-19
FC(F)(F)c1cccc(CNC(=S)Nc2ccccc2)c1	1	-2	1	-1	-2	27	6	4	-20
CCCN(CC(=O)Nc1cccc(Br)c1)CC(=O)Nc1ccc(F)c(F)c1F	2	-10	-10	4	3	14	1	-11	-9
CCN1c2ccccc2NC2N=C(OC)C(c3ccccc3)C21 (stereo unspecified)	-18	-2	-5	3	0	30	13	-9	-14
COc1cc2c(cc1OC)-c1cc(N3CCc4ccccc43)nc(=O)n1CC2	-44	8	-1	-4	0	-15	6	-12	-9
O=C(c1ccc2nc3ccccc3c(=O)n2c1)N1CCN(Cc2ccc3c(c2)OCO3)CC1	-23	-3	4	17	7	-13	7	-2	-26[20 µM]
COc1ccc(NC(=O)CCN2CCN(S(=O)(=O)c3ccc(C(C)C)cc3)CC2)cc1	-3	1	0	3	-2	-19	14	3	-12[20 µM]
C/C(=N\NC(=O)CNC(=O)c1ccc2c(c1)OCCO2)c1ccco1	-2	-7	4	0	-2	2	8	-14	-11
COc1ccc(C(=O)c2cn[nH]c2-c2cc(Cl)ccc2O)cc1	0	0	6	2	-1	1	5	-4	-6
COc1ccc(N2C(=O)C3C(C2=O)C2C=CC3C23CC3)c(OC)c1 (stereo unspecified)	5	0	-9	11	4	11	10	-5	-11
CCOC(=O)Nc1ccc2c(CN3CCN(S(=O)(=O)c4ccccc4)CC3)cc(=O)oc2c1	-15	0	-3	5	5	25	7	-35	-15[20 µM]
O=C(CSc1nc2c(cnn2-c2ccc(F)cc2)c(=O)[nH]1)N1CCCCCC1	-9	2	6	-1	0	12	8	-2	-25
CC(C)(C)NC(=O)NC(=O)COC(=O)CCC1CCCCC1	-4	-2	5	1	-2	15	11	7	-11[20 µM]
COc1ccc(-c2csc3nc(C)nc(N4CCN(C(C)=O)CC4)c23)cc1OC	-2	-3	3	2	-1	-12	3	-2	-31
O=C(O)c1ccnc(SCC(=O)c2ccccc2)c1	-5	-3	2	3	-3	21	12	-6	-21
Cc1ccc(NC(=O)CC2SC(=Nc3ccc(O)cc3)NC2=O)cc1 (stereo unspecified)	-2	-5	-1	4	-2	7	5	-8	-18
CCOC(=O)NC(=O)COC(=O)c1cccc2ccccc12	3	-6	0	10	4	20	6	-11	-29
Cc1ccc(-n2ncc3c(NCCCN4CCOCC4)ncnc32)c(C)c1	-6	-7	-1	5	-3	8	6	7	-21
CCOC(=O)c1c(C)[nH]c(C(=O)C(C)Sc2ccc(Cl)cc2)c1C (stereo unspecified)	7	-7	-7	4	2	-10	30	-16	6[20 µM]
Cn1cccc1/C=N/NC(=O)C12CC3CC(CC(C3)C1)C2	-6	-4	5	5	-3	-3	6	-5	-11
COc1ccc(CCNC(=O)C2CC3Cn4c(nc5cc6ccccc6cc54)C3N2C)cc1 (stereo unspecified)	-16	x	x	x	x	15	17	-2	-20
O=C(CCNC(=O)c1ccccc1Cl)N/N=C\c1ccc(O)cc1	-21	-7	2	-4	3	25	7	-10	-19
CC(Sc1nc(C(C)(C)C)cc(-c2ccccc2)c1C#N)C(=O)Nc1ccccc1 (stereo unspecified)	2	-7	-4	7	2	10	10	1	-12
CN(C)CCOC(=O)c1ccc2c(c1)S(=O)(=O)c1ccccc1C2=O	-11	5	5	-11	1	27	5	4	-21
Cc1ccc(CCNS(=O)(=O)c2cnc[nH]2)cc1	3	-2	-2	6	3	-5	8	-6	-24
Cc1cccnc1NC(=O)CSc1nnc(Cc2ccccc2)o1	1	-6	-3	2	1	30	6	-11	-19[20 µM]
CC(=O)Nc1cc(C(=O)N2CCN(C)CC2)ccc1S(=O)(=O)c1ccc(C)cc1	1	0	6	2	-4	0	8	6	-22[20 µM]
O=C(CCC(=O)OCC(=O)c1cccc([N+](=O)[O-])c1)Nc1ccccc1Cl	-7	-8	-1	9	2	18	9	-8	1[20 µM]
COc1ccccc1OCCN1C(=O)S/C(=C\c2ccco2)C1=O	-28	1	1	1	-1	25	11	-15	-9[20 µM]
CCOC(=O)c1c(C)sc2c1N(C(=O)CN(CC)CC)c1ccccc1S2	-2	-4	-1	5	0	12	10	-3	-12[20 µM]
O=C1Nc2ccccc2C12OC1CCCCC1O2 (stereo unspecified)	-6	-8	3	4	-3	-2	5	-15	-14[20 µM]
CCc1nnc(NC(=O)c2ccc3c(c2)C(=O)N(C(C)(C)C)C3=O)s1	-17	-10	-9	2	4	24	8	-7	-13[20 µM]
C/C(O)=C\c1nc(=O)c2c(C)cc(C)nc2n1-c1ccccc1	-17	-6	0	0	-1	-4	12	-38	-8[20 µM]
COc1ccc(NC(=S)N2CCC(C(=O)N3CCCCCC3)CC2)cc1	2	-8	4	-2	-4	16	9	-2	-21[20 µM]
Cc1cccnc1NC(=O)C1CCN(S(=O)(=O)c2ccc3c(c2)CCC(=O)N3)CC1	-2	-3	3	2	-4	-12	16	-3	-18
CC(C)(C)c1ccc(C(=O)Nc2sc3c(c2C(=O)O)CCC3)cc1	28	-4	-3	11	8	16	5	-13	-19
CC(=O)Nc1ccccc1NC(=O)CC(C)(C)C	-1	-6	-2	7	0	0	8	1	-12[20 µM]

Following part
Compound	TbHK1 inh	RBBP9 inh	p97 inhibitor	BaF3 tox	Ba/F3 V617F tox	PPC-1+TRAIL kill	EP2 antag	p47phox inh	Furin inh
C/C(=N/NC(=O)c1ccn(C)n1)c1ccncc1	-14	6	2	-4	2	17	2	-4	-18
Cc1ccnc2nc(C(=O)NCc3ccccc3)nn12	8	1	-1	3	5	-2	10	7	-18
Cc1c(NC2=CC(=O)CC(C)(C)C2)ccc([N+](=O)[O-])c1C	-15	-5	-5	0	2	4	5	-4	-9
COC(=O)c1sccc1NC(=O)c1ccoc1C	-3	-9	8	-4	-4	-4	-3	-10	-34
CC(=O)Nc1ccc(N2CCN(C(C)=O)CC2)cc1	-10	-2	3	0	0	17	10	-2	-28
CCCn1c(NCc2ccccc2NS(=O)(=O)c2ccc(C)cc2)nc2ccccc21	16	-6	7	2	-4	-2	12	-2	-12
COc1ccc(OC)c(NC(=O)CSc2nnnn2-c2ccc3c(c2)OCO3)c1	5	-8	-7	3	4	10	10	7	-18
CCOC(=O)C(CC)n1nc(C)n2c(cc3sccc32)c1=O (stereo unspecified)	-8	-9	-4	2	1	0	5	x	-13
Cc1ccc(N(C(=O)CC2NC(=O)NC2=O)C2(C(=O)NC3CCCC3)CCCCC2)cc1 (stereo unspecified)	4	5	-2	0	2	12	x	-5	-20
O=C(COC(=O)c1cccs1)NCc1ccccc1	2	-4	2	4	-2	12	0	-2	-21

Three compounds out of the list, ordered by length of the SMILES, descending:
Compound	TbHK1 inh	RBBP9 inh	p97 inhibitor	BaF3 tox	Ba/F3 V617F tox	PPC-1+TRAIL kill	EP2 antag	p47phox inh	Furin inh
Cc1c(NC2=CC(=O)CC(C)(C)C2)ccc([N+](=O)[O-])c1C	-15	-5	-5	0	2	4	5	-4	-9
CC(=O)Nc1ccc(N2CCN(C(C)=O)CC2)cc1	-10	-2	3	0	0	17	10	-2	-28
COC(=O)c1sccc1NC(=O)c1ccoc1C	-3	-9	8	-4	-4	-4	-3	-10	-34

Next part.
Compound	TbHK1 inh	RBBP9 inh	p97 inhibitor	BaF3 tox	Ba/F3 V617F tox	PPC-1+TRAIL kill	EP2 antag	p47phox inh	Furin inh
CC(=O)Nc1cccc(NC(=S)Nc2ccc(F)cc2F)c1	-1	-1	4	5	4	3	2	-2	-8
COc1ccccc1C1Nc2cccc3cccc(c23)N1	-31	-2	0	8	2	-12	4	-4	-4[20 µM]
CC1CN(C(=O)CSc2nnc(-c3ccc(Cl)cc3)n2C)CC(C)O1 (stereo unspecified)	-4	-11	-6	-1	3	5	11	-19	-24[20 µM]
COc1ccc(N2CCN(CC(=O)N3CCC(C)CC3)CC2)cc1	7	-2	1	4	-3	2	3&6	-6	-15
CCOc1cc(C2C(C(=O)O)c3cc(OCC)c(OCC)cc3C(=O)N2C)ccc1O (stereo unspecified)	-2	1	4	3	-2	1	10	-8	-30
Cn1ncc(Br)c1C(=O)NC(=S)N1CCN(c2ccccn2)CC1	-6	-4	0	5	1	15	3	10	-9
Cc1nc2ccccc2nc1N1CCC(C)CC1	-5	-5	0	5	-3	6	12	-6	-13[20 µM]
CCS(=O)(=O)NC(C)C(c1cccs1)N1CCN(c2ccc(F)cc2)CC1 (stereo unspecified)	4	-4	-5	6	1	-5	10	-2	-6
CN(C)c1nc(NCc2ccccc2)nc(N/N=C/c2ccc(Cl)cc2Cl)n1	-9	1	1	4	1	13	13	-10	-5[20 µM]
Cc1cccc(NC(=O)c2nc[nH]c2C(=O)N[C@@H](Cc2ccccc2)C(=O)OCc2ccccc2)c1	-24	x	x	x	x	6	5	0	-27
COc1ccccc1CNC(=O)c1ccc(NS(=O)(=O)c2c(C)noc2C)cc1	-2	-3	4	2	-2	5	9	-1	-23
CC1(C)CC(=O)C(C2C3=C(CC(C)(C)CC3=O)OC3=C2C(=O)CC(C)(C)C3)=C(O)C1	-19	-2	2	-1	0	-16	5	-4	-31
CC(C)c1ccc(NC(=O)CSc2nc(-c3ccccc3F)nc3nc[nH]c23)cc1	-1	1	6	3	-6	8	20	-24	-12
O=C(NCc1cccnc1)c1c(O)c2cccc3c2n(c1=O)CCC3	-5	-4	0	0	3	11	8	0	-16
COCCCNC(=S)N1CCC(NC(=O)Nc2ccc(C)cc2)CC1	-3	7	3	10	-1	15	10	1	-17
